# TNAP act mid DEA: activates human TNAP at intermediate phosphate acceptor concentration | purified TNAP, CDP-star luminescence, 100 mM DEA, 30 min; hits give high values; scale: 0 levamisole-inhibited, 1 vehicle-only enzyme | activation factor at 20 µM | 64,000 tested, under 10 active | AID 813;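 active means activation factor of at least 2 at 20 µM, relative to controls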
# Jurkat viability: reduces viability or proliferation of Jurkat cells; Jurkat E6.1 viability, ATP luminescence, 48 h; AID 463; inhibition, % at 4 µM; actives 1.2% (n = 56,000);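 active means inhibition above the mean inhibition of all tested compounds plus 3 SD, cut at about 28% in these data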
# ROCK2 inh: inhibitors of human Rho kinase 2; purified ROCK2, Kinase-Glo ATP depletion luminescence; O75116; actives 0.35% (n = 60,000); inhibition, % at 6 µM; AID 604;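 active means inhibition above the screen-wide mean inhibition plus 3 SD, cut at about 18% in these data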;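 further: plate controls were DMSO wells for no effect and Y-27632 control wells after no-enzyme background subtraction for full effect; many of its hits are not listed in these tables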
# MMP-13 inhibitor: inhibitors of human MMP13; AID 570; actives 0.07% (n = 65,000); inhibition, % at 4 µM; P45452; MMP-13 fTHP FRET cleavage, Mca fluorescence;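 active means inhibition above the mean of compound-free control plate wells plus 3 SD, cut at about 14% in these data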;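 further: 0% = DMSO wells and 100% = wells with reference MMP-13 inhibitor after basal subtraction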
# PKA kinase inh: inhibitors of human protein kinase A; P17612; PKA Kemptide phosphorylation, Kinase-Glo ATP luminescence; inhibition, % at 6 µM; AID 524; actives 0.1% (n = 65,000);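 active means inhibition above the screen-wide mean inhibition plus 3 SD, cut at about 21% in these data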; further: many of its hits are not listed in these tables
# JNK3 inh: JNK3 (human) kinase inhibition; purified JNK3 kinase activity, HTS; inhibition, % at 8 µM; actives 0.61% (n = 60,000); in the data active means inhibition above about 17%;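 further: 0% = DMSO and 100% = reference inhibitor; many of its hits are not listed in these tables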
# Target sequence (P53779 whole entry, looked up): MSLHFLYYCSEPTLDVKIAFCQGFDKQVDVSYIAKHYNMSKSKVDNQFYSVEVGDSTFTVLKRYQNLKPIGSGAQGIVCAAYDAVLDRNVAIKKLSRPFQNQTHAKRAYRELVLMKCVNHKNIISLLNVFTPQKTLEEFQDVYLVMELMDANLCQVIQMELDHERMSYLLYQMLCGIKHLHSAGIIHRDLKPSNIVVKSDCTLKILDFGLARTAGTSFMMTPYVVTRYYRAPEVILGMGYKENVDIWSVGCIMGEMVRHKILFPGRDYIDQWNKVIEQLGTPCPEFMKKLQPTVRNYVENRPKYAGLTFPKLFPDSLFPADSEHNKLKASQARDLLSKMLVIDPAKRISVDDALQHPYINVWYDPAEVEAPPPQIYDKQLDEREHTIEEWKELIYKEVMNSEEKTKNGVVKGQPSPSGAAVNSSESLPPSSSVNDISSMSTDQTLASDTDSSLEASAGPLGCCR
# HEK293 NFkB inh: inhibitors of the PMA/ionomycin-induced NF-kB reporter in HEK293 cells; HEK-293 NF-kB luciferase reporter, luminescence; inhibition, % at 3 µM; actives 0.21% (n = 62,000);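 active means inhibition above the mean of all tested compounds plus 3 SD, cut at about 40% in these data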;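 further: 0% = stimulated DMSO wells and 100% = 10 µM reference inhibitor 5653914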
#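 System: NF-kB luciferase reporter HEK-293 cells | Replication: Single test | Control set: DMSO vs reference inhibitor | Evaluation: % inhibition | Schedule: 1 h pretreatment, 16 h stimulation, 37 °C | Probe or stimulus: PMA with ionomycin | Compound dosing: One dose, 3 µM | Detection: Luciferase luminescence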
# Cdc25B block: human M-phase inducer phosphatase 2 inhibition. recombinant Cdc25B, OMFP fluorescence Ex485/Em525. inhibition, %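 (compounds tested at 10 µM final in the well)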. actives 0.1% (n = 65,000); in the data active means inhibition above about 50%
# DUSP1 inh: human dual specificity phosphatase 1 inhibition; actives 0.15% (n = 65,000); recombinant MKP-1, OMFP hydrolysis fluorescence; P28562; AID 374; inhibition, %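 (compounds tested at a single concentration somewhere between 10 and 100 µM)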;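 active means inhibition above about 50%, limit read from the data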;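 further: 0% = DMSO max control wells and 100% = wells with enzyme stopped by NaOH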
# Target sequence (P28562 whole entry, looked up): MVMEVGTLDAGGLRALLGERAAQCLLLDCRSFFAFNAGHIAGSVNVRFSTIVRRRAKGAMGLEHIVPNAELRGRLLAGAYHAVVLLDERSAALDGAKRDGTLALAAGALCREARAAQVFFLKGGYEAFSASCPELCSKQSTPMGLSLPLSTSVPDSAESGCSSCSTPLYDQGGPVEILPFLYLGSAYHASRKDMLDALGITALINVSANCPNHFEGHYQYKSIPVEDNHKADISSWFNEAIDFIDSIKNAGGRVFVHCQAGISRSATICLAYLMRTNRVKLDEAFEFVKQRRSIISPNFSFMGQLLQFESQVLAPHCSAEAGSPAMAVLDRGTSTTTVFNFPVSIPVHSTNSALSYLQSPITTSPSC
# * marks the source's active call; other numbers are inactive results; x = no result given; [ ] = another dose, or the depositor's remark.
# Start of the data: the first two records (preview)
SMILES,TNAP act mid DEA,Jurkat viability,ROCK2 inh,MMP-13 inhibitor,PKA kinase inh,JNK3 inh,HEK293 NFkB inh,Cdc25B block,DUSP1 inh
Cc1cc(NC(=O)CSc2nnc(COc3cccc(C)c3C)n2C)no1,0.9,-11,4,10,12,8,4,-4,-17
Cc1ccc(NC(=O)Cn2nc(C)c3ccccc3c2=O)c(C)c1,1,-1,4,1,-4,-4,1,-5,-19

# This part in full, repeating the preview:
SMILES,TNAP act mid DEA,Jurkat viability,ROCK2 inh,MMP-13 inhibitor,PKA kinase inh,JNK3 inh,HEK293 NFkB inh,Cdc25B block,DUSP1 inh
Cc1cc(NC(=O)CSc2nnc(COc3cccc(C)c3C)n2C)no1,0.9,-11,4,10,12,8,4,-4,-17
Cc1ccc(NC(=O)Cn2nc(C)c3ccccc3c2=O)c(C)c1,1,-1,4,1,-4,-4,1,-5,-19
COc1cccc(/C=N/n2c(SC)nnc2-c2ccccc2)c1OC,1,2,2,-10,-4,1,4,-13,5
O=c1c2[nH]c3ccc(F)cc3c2ncn1C1CCCCC1,0.9,-3,6,-12,8,-3,-14,4,-10
CC1(C)C/C(=C(/C#N)C(N)=O)CCO1,1,x,10,0,6,3,x,-19,-22
CC(=O)c1ccc(NC(=O)c2ccn[nH]2)cc1,1,5,-11,-2,-6,8,9,7,-7
C=CCn1cc(C(=O)NCC2CCCO2)c(=O)c2cc(S(=O)(=O)N3CCCCCC3)ccc21 (configuration not stated),0.8,9,5,3,10,-4,19,-3,32
CC(C)Nc1nc(NC(C)C)nc(N(C)n2cnnc2)n1,0.9,x,8,2,7,1,x,0,-17
Nc1nnc(CCCCc2cccs2)o1,0.9,2,1,0,-2,-4,18,-3,10
O=[n+]1cc(-c2ccc(F)cc2)n([O-])c2c1CCC2,0.8,-4,-1,10,5,-1,9,-9,-14
O=C(Nc1ccc(NC(=O)c2cccs2)cn1)c1ccco1,0.9,-2,0,5,1,2,-14,-3,-23
Cc1noc(C)c1C(=O)OCC(=O)c1cc(C)n(Cc2ccccc2Cl)c1C,0.9,10,2,6,2,2,5,-12,-9
Cc1ccc(S(=O)(=O)Nc2ccc3ncccc3c2)cc1,0.9,69*,-12,6,3,-1,25,0,5
COc1ccc2nc(NC(=O)CSc3nnc(-c4ccoc4C)n3C)sc2c1,0.9,-2,0,-2,-2,7,-7,-5,-7
Cc1cc(NC(=O)c2cc(-c3cccs3)on2)no1,1,9,8,-10,-1,1,0,-11,4
COC(=O)c1cc(NC(=O)CSc2nc(C)cc(=O)[nH]2)cc(C(=O)OC)c1,1,-3,1,2,1,-1,16,-9,9
O=C(CSc1nc2ccccc2c(=O)[nH]1)N1CCCCCC1,1,-1,2,-1,5,7,4,-1,-11
CCc1ccccc1NC(=O)CSc1nnc([C@@H]2CCCN2C(=O)OC(C)(C)C)o1,1,-2,-1,0,6,2,6,-10,17
CCC(C)n1cnc2c(c1=O)c1nc3ccccc3nc1n2Cc1ccc2c(c1)OCO2 (configuration not stated),0.8,-2,4,-6,7,-8,11,0,37
CCNC(=O)NC(=O)COc1ccccc1C#N,0.9,-4,4,-1,7,2,-13,-11,0
Cc1csc(=N)n1-c1ccc(Cl)cc1,0.8,x,x,1,6,x,-2,-3,17
Cc1ccc(N2C(=O)CC(Cn3nc(C)cc3C)C2=O)cc1 (configuration not stated),0.9,x,-9,-12,-7,3,x,-3,-10
O=C(O)c1ccc(-c2ccccc2C(F)(F)F)o1,0.9,5,-2,-5,-1,-7,14,5,-27
c1ccc(-c2[nH]ncc2-c2nc3ccccc3[nH]2)cc1,1,-1,5,-24,10,7,24,-8,-4
NC(=O)CSc1nc(-c2ccccc2Cl)ns1,1,4,1,-2,-4,3,6,-8,8
Cc1nc2ccccc2c(=O)n1NC(=O)c1c(O)c2ccccc2n(C)c1=O,0.9,-1,10,5,7,-2,15,-3,4
CSc1ccccc1NC(=O)c1noc2c1CCC2,0.9,6,4,5,8,-7,5,-3,16
NC(=O)CCS(=O)(=O)c1ccccc1,0.9,-1,6,-12,10,-8,27,-6,2
CC(=O)C1=C(O)C(=O)N(Cc2ccco2)C1c1ccc2c(c1)OCO2 (configuration not stated),0.8,9,-2,2,1,-7,-15,4,-13
O=C(COC(=O)C1CCCN1S(=O)(=O)c1ccc(Cl)cc1)Nc1ccc2c(c1)OCO2 (configuration not stated),0.9,3,6,2,1,0,4,-8,28
CCOC(=O)Cn1c(=N)n(Cc2ccccc2F)c2ccccc21,0.9,0,-5,-2,5,-7,4,-11,17
O=C1CC(N2CCN(c3nc4ccccc4s3)CC2)C(=O)N1Cc1cccs1 (configuration not stated),0.9,4,-1,8,-2,-3,12,1,28
Cc1cc(N2CCOCC2)nc(SCC(=O)c2ccc(Cl)cc2)n1,1,6,6,2,8,4,13,-6,4
CC(=O)c1cccc(NC(=O)c2oc(C)nc2C)c1,0.9,2,2,-3,2,1,7,-9,7
CCOC(=O)c1ccccc1NC(=O)c1cccc2c1C(=O)N(C1CCN(C(=O)OCC)CC1)C2,0.9,0,2,-1,6,3,8,-13,11
CCCS(=O)(=O)N1CCCC(C(=O)NCCCN(CC)c2cccc(C)c2)C1 (configuration not stated),0.9,1,4,-8,4,3,0,-9,-1
COc1ccc(/C(O)=C2/C(=O)C(=O)N(Cc3cccnc3)C2c2ccccn2)cc1 (configuration not stated),1,-9,-5,-9,-8,-13,10,0,-12
Cc1cc(NC(=O)C23CCC(C)(C(=O)O2)C3(C)C)no1 (configuration not stated),0.9,4,3,-2,3,0,8,-5,-7
C=CCn1c(-c2ccccc2)n[nH]c1=S,0.9,x,9,-10,7,7,x,11,-26
CCCc1nn(C)c2c1C(c1ccncc1)C(C#N)=C(N)O2 (configuration not stated),0.9,-7,-1,0,12,8,2,-4,-21
O=C(Nc1ccc(CN2CCCCC2)cc1)c1ccc(Br)o1,0.9,-9,9,2,6,1,10,-14,-8
COc1ccc(-c2n[nH]c(C)c2-c2ccc(Cl)cc2)c(O)c1OC,1.3,-6,3,-2,11,11,10,2,15
O=C(c1ccccc1)c1c[nH]c2cc3c(cc2c1=O)OCO3,1,x,x,1,4,x,6,-7,6
Cc1ccc(C)c(N2CCN(C(=O)CCCCn3c(=O)[nH]c4ccccc4c3=O)CC2)c1,0.8,-5,1,-3,3,7,21,-10,20
CC1CN(S(=O)(=O)c2cccc(-c3cn4cccnc4n3)c2)CC(C)O1 (configuration not stated),0.9,-3,9,-225[fluorescence artefact?],-1,-2,5,3,24
N#CNC1=NCN(CCc2ccccc2)CN1,0.9,-7,5,0,3,-4,4,2,-34
COc1ccc(N2CCN(CCNC(=O)C3CC(=O)N(C4CCCC4)C3)CC2)cc1 (configuration not stated),0.9,-6,6,3,10,-10,12,-4,23
O=S(=O)(NCc1ccc(Cl)cc1)c1cnc[nH]1,0.8,-3,6,1,10,1,-4,7,-10
N#C/C(C(=O)N1CCOCC1)=c1\s/c(=C/c2ccncc2)c(=O)n1-c1ccccc1,1,9,0,1,4,-4,10,2,-4
COCCNC(=O)c1cc2c(=O)n3cccc(C)c3nc2n1C,1,-2,6,-39,9,-4,17,-32,5

# New compounds follow
SMILES,TNAP act mid DEA,Jurkat viability,ROCK2 inh,MMP-13 inhibitor,PKA kinase inh,JNK3 inh,HEK293 NFkB inh,Cdc25B block,DUSP1 inh
Cc1nc(N2CCN(Cc3ccccc3)CC2)nc2c1C(=O)CC(c1ccco1)C2 (configuration not stated),0.9,2,4,2,4,6,10,-7,6
COc1ccc(N2CC(C(=O)Nc3ccc(S(=O)(=O)Nc4nc(C)cc(C)n4)cc3)CC2=O)cc1 (configuration not stated),1,-10,7,0,9,2,6,-14,1
COc1ccc(-c2cc(C(=O)N(C)Cc3ccccc3)no2)cc1OC,1,-1,2,-8,0,-3,9,-3,6
CCc1ccccc1NC(=O)CSc1nnc([C@@H](NC(=O)OC(C)(C)C)C(C)CC)o1 (some centres not stated),0.9,10,-10,-3,-11,0,22,8,28
COc1ccc(CNC(=O)c2cccc(N(C)C)c2)cc1,0.8,1,5,-6,4,0,10,-3,-7
Cc1cc(C(=O)Nc2sc3c(c2C#N)CCC(C)C3)cs1 (configuration not stated),0.9,4,-1,-5,-3,-2,-43,-8,6
O=c1nc2n(c3ncccc13)CCC2,0.9,-10,6,-3,10,-3,15,-3,15
Nc1nnc(-c2ccco2)s1,0.9,-4,4,0,-4,4,1,5,-5
COc1ccc2nc(NC(=O)Cn3cnc4c(=O)n(C)c(=O)n(C)c43)sc2c1,0.9,9,7,0,2,1,10,12,10
Cc1ccc(NC(=O)CN2C(=O)NC(Cc3ccccc3)C2=O)cc1 (configuration not stated),1,x,x,2,1,x,23,-18,27

# Profiles, looked up by structure. Screens in order: TNAP act mid DEA, Jurkat viability, ROCK2 inh, MMP-13 inhibitor, PKA kinase inh, JNK3 inh, HEK293 NFkB inh, Cdc25B block, DUSP1 inh
# `O=c1nc2n(c3ncccc13)CCC2` is entered as 0.9, -10, 6, -3, 10, -3, 15, -3, 15
# `Cc1cc(N2CCOCC2)nc(SCC(=O)c2ccc(Cl)cc2)n1` is entered as 1, 6, 6, 2, 8, 4, 13, -6, 4
# `CC(C)Nc1nc(NC(C)C)nc(N(C)n2cnnc2)n1` is entered as 0.9, x, 8, 2, 7, 1, x, 0, -17
# `Cc1cc(NC(=O)C23CCC(C)(C(=O)O2)C3(C)C)no1` (configuration not stated) is entered as 0.9, 4, 3, -2, 3, 0, 8, -5, -7
# `C=CCn1cc(C(=O)NCC2CCCO2)c(=O)c2cc(S(=O)(=O)N3CCCCCC3)ccc21` (configuration not stated) is entered as 0.8, 9, 5, 3, 10, -4, 19, -3, 32

# Next part:
SMILES,TNAP act mid DEA,Jurkat viability,ROCK2 inh,MMP-13 inhibitor,PKA kinase inh,JNK3 inh,HEK293 NFkB inh,Cdc25B block,DUSP1 inh
O=C(Cn1cnc2ccccc2c1=O)NCCC(=O)N1CCN(c2ccccc2)CC1,0.9,1,2,-4,0,-2,22,-11,5
CC(C)(C)NC(=O)C(c1cccs1)N(CC1CCCO1)C(=O)Cn1nnc(-c2cccs2)n1 (configuration not stated),0.9,-1,1,-1,5,-1,6,13,18
CC(C)c1nc2oc3c(N4CCNCC4)ncnc3c2c2c1CCC2,1.1,7,-2,-27,3,0,9,-16,35
COc1c(F)c(F)c(-c2csc(N)n2)c(F)c1F,0.9,-7,4,3,1,3,12,2,-3
O=C1c2ccccc2NC2(CCCCC2)N1c1ccc(O)cc1,1,-5,5,-33,10,-3,11,-7,29
CN1CCN(C(=O)c2ccccc2NC(=O)CCN2C(=O)c3ccccc3C2=O)CC1,0.9,8,-2,1,-8,-3,9,-3,4
O=C(c1ccccc1)c1ccc(OC(=O)N2CCCC2)cc1,0.9,5,3,4,9,2,18,-5,1
COc1ccc(OC)c(CNC(=O)CCN2C(=O)COc3ccccc32)c1,0.9,2,6,-6,10,8,13,-6,-4
Cc1onc(-c2ccccc2)c1C(=O)NCCc1c[nH]c2ccccc12,0.9,0,7,-1,3,3,12,-4,1
COC(=O)c1c(NC(=O)c2ccco2)sc(C(=O)N2CCCC2)c1C,0.9,2,-2,-5,-1,0,5,-5,11
CC1(C)OC(=O)CC1C(=O)NCc1ccccc1 (configuration not stated),0.9,-6,7,1,8,-3,7,-15,-10
CC(C)CC(=O)Nc1ccc(F)c(Cl)c1,1,4,4,4,13,1,14,-15,7
Cc1cc2ccccc2nc1SCC(=O)N1CCCC1,0.9,1,2,5,5,0,12,-8,-11
CC(C)C(OC(=O)c1cc2sccc2n1C)C(=O)NCC1CCCO1 (configuration not stated),0.9,11,5,2,7,4,2,21,-2
COc1ccc(CN=CC2=C(O)CC(C)(C)CC2=O)cc1,0.9,-2,-2,4,1,5,10,3,1
COc1ccc(NC(=O)CSc2nnc(Cn3c(=O)sc4ccccc43)n2C)cc1OC,0.9,-1,4,0,5,-8,1,-18,-6
Cc1cc(C)nc(NC2=NCCN2C(=O)NC2CCCCC2)n1,0.9,6,-1,5,-1,-3,0,-1,21
Cc1ccccc1-c1nn2c(-c3ccccc3)nnc2s1,0.9,x,1,2,2,2,x,8,0
